# Assay outcomes (PubChem)
# E-sel TNF inh – E-selectin induction blockers in HUVEC – imaging, immunofluorescence, high content, primary screen; inhibition, % at 2 µM; 120,000 tested, 0.71% active; AID 1246, 2008; HUVEC TNFa-induced E-selectin immunofluorescence;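 active = inhibition above the batch mean plus 3 SD, and confirmed as a hit on visual image review, cut at about 43% in these data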;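 also: 0% = TNF-stimulated DMSO wells and 100% = unstimulated control wells; not every result past the cut was called active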
# PTEN del growth – growth suppression of PTEN-null HCT116, primary screen, cell-based, CellTiter-Glo. HCT116 PTEN-null viability, 60 h; active compounds read low. 140,000 tested, 1.2% active. viability, % at 10 µM;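 active = viability at or below a set limit, 4 SD under the median of all tested compounds, cut at about 3.7% in these data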;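 also: PTEN knockout HCT116 line with beta catenin targeted HCT116 as companion control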
# NPY Y2 blocker – NPY-Y2 receptor antagonists, primary screen, cell-based. Neuropeptide Y receptor type 2 (Homo sapiens), P49146. NPY-Y2 expressing cells, antagonist mode. inhibition, % at 2.7 µM. 140,000 tested, 0.99% active; in the data active = inhibition above about 17%;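 also: 0% = vehicle with agonist challenge and 100% = reference antagonist with challenge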
# Target sequence (P49146 whole entry, looked up): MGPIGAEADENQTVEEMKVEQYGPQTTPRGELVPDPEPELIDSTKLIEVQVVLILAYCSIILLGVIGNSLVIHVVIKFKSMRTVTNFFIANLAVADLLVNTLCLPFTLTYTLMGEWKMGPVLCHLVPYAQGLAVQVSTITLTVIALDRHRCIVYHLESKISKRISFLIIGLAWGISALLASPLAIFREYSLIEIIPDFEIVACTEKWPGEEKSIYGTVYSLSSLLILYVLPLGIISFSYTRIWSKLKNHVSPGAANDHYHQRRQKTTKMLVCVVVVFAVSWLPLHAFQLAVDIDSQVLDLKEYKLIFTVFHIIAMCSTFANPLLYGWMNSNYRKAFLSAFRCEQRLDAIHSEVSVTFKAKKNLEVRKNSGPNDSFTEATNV
# HCT116 bCat-KO – primary screen for growth suppressors in beta-catenin knockout HCT116 cells (colon tumor, human). HCT116 beta-catenin knockout viability, CellTiter-Glo, 60 h; active compounds read low. 140,000 tested, 1.5% active. viability, % at 10 µM. AID 818, 2007;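 active = viability at or under a set limit, the compound median less 4 SD, cut at about 6% in these data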;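 also: 0% = Hyamine 1622 control at 20 µM and 100% = untreated cell control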
# Measles CPE – compounds protecting cells from measles virus cytopathic effect, primary screen, measles RdRp inhibitor project, single point, MLSMR library, absorbance; Measles virus-infected cells, CPE protection; protection (pct of control), % at 4 µM; 140,000 tested, 1.5% active; in the data active = protection mostly above about 24%, no sharp cut-off; inactive = mostly below about 26%; also: some compounds called inactive have numbers as strong as hits
# GALR2 blocker – GALR2 antagonists in receptor-expressing cells, primary screen; inhibition, % at 4 µM; antagonist mode; AID 828, 2007; 140,000 tested, 0.39% active; in the data active = inhibition above about 27%;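 also: cells stimulated with galanin 1-16 at roughly its EC80; 0% = agonist challenge control and 100% = basal control without agonist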
# Target sequence (O43603 whole entry, looked up): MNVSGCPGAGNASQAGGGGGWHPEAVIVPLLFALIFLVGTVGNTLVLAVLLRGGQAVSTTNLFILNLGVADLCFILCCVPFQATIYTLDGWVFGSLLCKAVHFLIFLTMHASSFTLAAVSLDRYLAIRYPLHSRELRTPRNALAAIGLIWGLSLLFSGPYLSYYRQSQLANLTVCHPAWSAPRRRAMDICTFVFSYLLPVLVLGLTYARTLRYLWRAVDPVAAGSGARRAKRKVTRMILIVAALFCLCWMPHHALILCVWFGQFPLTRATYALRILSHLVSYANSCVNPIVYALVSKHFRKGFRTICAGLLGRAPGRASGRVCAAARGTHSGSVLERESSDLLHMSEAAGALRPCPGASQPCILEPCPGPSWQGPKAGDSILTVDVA
# Yeast growth inh – growth inhibitors of yeast BB579 in restrictive medium, primary screen, yeast lifespan-shortening project, S. cerevisiae. OD615, 48 h. inhibition, % at 10 µM. 140,000 tested, 0.51% active;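 active = inhibition above a set limit, 3 SD over the mean compound inhibition, cut at about 44% in these data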; also: inactives centre near -24
#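 Detection: OD615 turbidity measurement; Material: Saccharomyces cerevisiae DeaD strain BB579, replicative lifespan model yeast; Timing: 48 h exposure, 30 °C; Doses: single 10 µM dose; Medium: CSMM-D restrictive synthetic medium containing dextrose (glucose); Controls: amphotericin B at 10 µg/mL as positive control.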
# MRP1 act – H69AR viability gain despite doxorubicin, primary screen, MRP-1 activator project, H69AR cells, CellTiter-Glo; AID 799, 2007; viability rescue; 140,000 tested, 0.61% active; viability increase, % at 10 µM;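 active = viability gain under doxorubicin at or above a set limit, the compound median plus 3 SD, cut at about 4.7% in these data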;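 also: MRP-1 overexpressing cells given doxorubicin 25 µM after compound pretreatment; 18-22 h compound pretreatment then 72 h with doxorubicin before readout; 0% = doxorubicin-only wells and 100% = vehicle-treated cells without doxorubicin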
# Yeast life ext – compounds extending yeast replicative lifespan, primary screen, S. cerevisiae, OD615; S. cerevisiae growth with nicotinamide; deaD strain in restrictive glucose medium; 130,000 tested, 0.68% active; inhibition of the nicotinamide effect, % at 10 µM;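 active = inhibition above a set limit, placed 3 SD over the median of all compounds, cut at about 26% in these data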;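 also: 0% = nicotinamide-treated wells and 100% = cells grown without nicotinamide; some compounds called inactive have numbers as strong as hits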
#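 assay system = DeaD-strain S. cerevisiae | measured by = absorbance at 615 nm | probe or stimulus = nicotinamide 1.5 mM | buffer or medium = CSMM-D glucose medium, restrictive | times = 48 h at 30 °C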
# Phagocytosis inh – inhibitors of macrophage phagocytosis, primary screen, imaging, J774A.1 cells, IgG beads. 110,000 tested, 0.07% active. J774A.1 macrophage IgG-bead phagocytosis. inhibition, % at 5 µM. AID 1029, 2008;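 active = inhibition above the mean of the plate negative controls plus 5 SD, cut at about 13% in these data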;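 also: phagocytic index as fraction of beads internalized from green versus red external bead signal; plate controls were DMSO negative control for no effect and cytochalasin-D positive control for full effect; some results beyond the cut were filed as inactive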
# * = called active by the depositor; . = no result given; & = joins results of further samples; ! = repeats disagree.
structure	E-sel TNF inh	Measles CPE	NPY Y2 blocker	HCT116 bCat-KO	GALR2 blocker	Phagocytosis inh	Yeast growth inh	PTEN del growth	Yeast life ext	MRP1 act
COc1ccc(C(C)=O)cc1CC(C(=O)c1ccccc1)N(C)C (stereo not drawn)	.	7.0	1.5	89.3	6.0	-5.7	8.8	81.4	0.7	-1.3
COP(=O)(OC)C1(Nc2ccc(C)cc2)CCCCC1	6.8	3.9	-1.3	97.9	-5.8	0.2	-39.3	106.8	-0.8	-0.2
CN1CCN(c2nc3ccccc3c(=O)n2-c2ccccc2)CC1	6.5	2.7	-2.3	94.8	12.0	-1.6	-0.8	83.0	-2.7	-2.9
CC1=CC(C)C(COC(N)=O)(COC(N)=O)C(C)C1 (stereo not drawn)	-21.1	3.1	1.7	104.9	-0.2	-2.4	-21.6	107.8	-18.8	-0.1
Cc1nn(-c2ccccc2)c2c1CC1(C(=O)N(C)C(=O)N(C)C1=O)C1CCCCN21 (stereo not drawn)	-13.2	5.5	4.2	77.8	4.7	-0.2	-32.7	78.3	-6.6	-2.6
COc1cc2c3c(c1OC)-c1cc(O)ccc1CC3NCC2 (stereo not drawn)	-1.0	4.3	3.6	106.4	-4.9	-1.0	4.1	92.5	-20.1	-1.8
CCCC12CN3CC(CCC)(CN(C1)C3c1ccccn1)C2=O (stereo not drawn)	3.8	8.5	7.3	87.9	1.0	-0.4	-31.8	88.4	-4.0	-1.3
CN1C2CCC1CC(OC(=O)c1ccc(Cl)cc1)C2 (stereo not drawn)	-5.6	6.3	0.3	88.6	-1.2	.	-1.9	97.5	-5.8	-2.0
COc1ccc(-c2nc3ccccc3c(=O)n2-c2cccnc2)cc1	-1.1	7.8	5.3	86.2	-14.2	0.9	-17.7	84.3	-18.8	-4.4
COCCCN1CCN(c2nnc3n2-c2sc(Br)cc2C(c2ccccc2Cl)=NC3)CC1	-8.0	5.7	2.6	99.7	1.5	.	-25.7	100.0	50.4*	-1.3
CCCNS(=O)(=O)c1ccc(OCC(=O)N2CCN(Cc3ccccc3)CC2)cc1	-16.9	22.7	-1.2	88.3	4.0	-1.5	-20.1	93.2	0.6	-2.2
C[C@]12CCC(=O)C=C1CC[C@@H]1[C@@H]2C(=O)C[C@]2(C)C(=O)CC[C@@H]12	.	21.6	0.2	81.3	15.0	.	1.1	91.5	3.9	-1.8
CCC(=NCCC(c1ccccc1)c1ccccc1)c1c(O)n(C)c(=O)n(C)c1=O	.	8.0	24.4*	74.4	-1.8	-3.0	1.1	68.8	-2.1	-1.2
Cc1cc(C)n2c(Br)c(CN3CC4CC(C3)c3cccc(=O)n3C4)nc2n1 (stereo not drawn)	-5.3	11.3	1.5	92.8	-11.2	.	-31.8	101.1	1.3	-3.0
CC(=Nc1c(C)n(C)n(-c2ccccc2)c1=O)c1c(O)n(Cc2ccccc2)c(=O)[nH]c1=O	24.0	3.3	3.6	86.2	7.2	2.0	-24.8	94.1	-20.5	-4.0
O=C(c1ccco1)c1cn(Cc2ccccc2Cl)c2ccccc12	19.6	15.6	23.9*	75.9	-11.6	0.2	-29.3	72.5	-8.8	2.2
Nc1cc(N2CCNCC2)c([N+](=O)[O-])cc1Cl	.	17.9	0.5	87.8	9.7	-0.8	-0.8	101.6	-2.3	-0.8
Cc1ccc2cc(C=C(C#N)C#N)c(Cl)nc2c1	.	20.1	-0.5	20.0	16.9	-7.9	-12.4	21.7	18.1	-1.8
CC(=NCCN1CCOCC1)c1c(O)n(-c2ccccc2C)c(=O)[nH]c1=O	.	11.8	-2.0	112.5	-3.6	2.5	-30.6	96.7	-7.5	0.0
CC1CCC(NCCc2ccc3c(c2)OCO3)CC1 (stereo not drawn)	-7.6	12.5	5.3	95.8	4.1	-0.5	9.5	91.8	-10.5	0.5
O=C(O)CP(=O)(O)c1ccc(Cl)cc1	.	3.1	0.7	107.2	-6.8	.	1.5	100.3	-13.4	0.5
COc1ccc(C2C(C(=O)N3CCC4(CC3)OCCO4)CC(=O)N2c2ccc(OC)cc2)cc1 (stereo not drawn)	.	24.9	0.2	97.1	-1.1	-0.3	5.8	93.9	-2.8	-4.8
Cc1ccc(S(=O)(=O)NCCC(=O)Nc2ccc(Cl)cc2C(=O)c2ccccc2)cc1	.	10.8	0.5	82.8	2.7	-1.4	-28.3	64.9	-1.5	-2.6
CCN(CC)Cc1c[nH]c2ccccc12	.	7.6	1.7	91.8	8.2	1.0	-31.8	94.5	-3.1	-3.8
C=CCOC(=O)C1=C(C)OC(N)=C(C#N)C12C(=O)N(CN1CCOCC1)c1ccccc12 (stereo not drawn)	.	26.7	0.8	96.7	-8.6	-0.3	-38.3	95.2	-6.8	-0.7
COc1cc(OC)c(OC)cc1CNCCc1ccc(OC)c(OC)c1	-51.3	6.8	1.3	83.6	21.1	0.7	-47.3	92.6	5.3	-1.2
CCC(C)NC(=O)c1c(N)n(Cc2ccc3c(c2)OCO3)c2nc3ccccc3nc12 (stereo not drawn)	-5.3	6.7	-2.8	1.4*	-11.6	1.0	-33.3	1.4*	-22.0	-5.8
COc1ccccc1-n1c(O)c(C=Nc2c(C)n(C)n(-c3ccccc3)c2=O)c(=O)[nH]c1=O	.	22.6	-0.4	99.5	12.8	-0.9	-56.9	105.3	-4.2	0.0
O=c1[nH]c(=O)n(CCC2=CCCCC2)c(O)c1C=NCc1cccnc1	-9.9	0.4	1.6	85.0	-20.1	1.0	3.9	84.0	-7.7	-0.5
Cc1cc2c(C(C)C)c(O)c(O)c(C=O)c2c(O)c1-c1c(C)cc2c(C(C)C)c(O)c(O)c(C=O)c2c1O	.	4.3&44.2	-4.2&-3.6	4.8*	8.6&-11.1	.	-54.4&-24.3	1.9*!	19.0&19.0	-3.5&-3.2
CC1(C)COC(Nc2cccc(Cl)c2)=N1	7.0	10.7	-0.1	90.6	-8.7	-0.1	-36.3	92.5	-3.9	-2.8
COc1ccc(OP(=O)(Nc2ccccc2)Nc2ccccc2)cc1	9.0	19.4	-1.1	88.1	-5.3	1.0	7.8	90.6	-8.4	-0.9
COc1ccc2c3c([nH]c2c1)C(C)=NCC3	.	1.6	0.9	85.2	9.0	.	-14.7	83.3	1.8	-2.8
CCOC(=O)C1=C(C)OC(N)=C(C#N)C12C(=O)Nc1ccc(C)cc12 (stereo not drawn)	-2.6	9.6	3.1	90.1	8.4	0.7	-29.9	100.1	-3.2	-2.6
CCCCN1CCC(C#N)(Nc2ccccc2)CC1	.	5.2	3.5	96.5	-11.0	-0.3	-68.0	106.5	5.6	0.2
CN(C)C(Cc1ccc(Cl)cc1)C(=O)c1ccccc1 (stereo not drawn)	-5.9	9.9	5.0	96.0	-8.1	-10.6	-15.0	96.4	-0.6	2.4
CC(=NCc1ccc(F)cc1)c1c(O)n(C)c(=O)n(C)c1=O	-13.3	2.3	2.4	94.9	11.6	-1.8	-49.3	106.8	-9.4	0.2
CC(Cc1ccccc1)[n+]1cc(/N=C(\[O-])Nc2ccccc2)on1 (stereo not drawn)	0.8	1.7	-1.4	94.5	-10.9	-0.5	-50.4	99.7	-9.7	0.2
O=C(Cn1cnc2ccccc2c1=O)NCCC(=O)N1CCC2(CC1)OCCO2	-1.7	17.1	0.4	97.0	1.9	-3.2	-23.7	98.1	-2.7	-2.1
CN(C)c1ccc(/C=C2/C(=O)NC(=O)N(Cc3ccco3)C2=O)cc1	22.0	7.4	2.4	93.8	0.6	-2.5	9.7	92.5	8.2	2.4
Cn1c(O)c(C(c2ccccn2)c2c(O)n(C)c(=S)[nH]c2=O)c(=O)[nH]c1=S	1.5	2.9	-0.9	96.6	5.3	.	20.4	99.8	-18.9	-1.1
COc1ccc2c(c1)CC1(CN2C)C(=O)NC(=O)N(c2ccc(F)cc2)C1=O (stereo not drawn)	2.4	14.3	9.2	72.1	-8.6	-0.2	-26.8	80.3	-7.5	-1.9
Cc1ccc(Cn2nnnc2CN2CCC(n3nnc4ccccc43)CC2)cc1	-5.2	16.6	2.7	31.6	2.8	-0.4	-79.3	34.2	-8.4	-0.7
O=C(c1cc(Br)ccc1Cl)N1CCC2(CC1)OCCO2	-13.9	14.7	-1.6	98.8	-6.0	1.7	-1.1	104.0	-5.4	-1.6
O=c1[nH]c(=O)n(CCc2ccccc2)c(O)c1C=NCc1ccc2c(c1)OCO2	-3.2	7.0	6.3	101.9	0.6	-1.6	-33.3	91.3	-2.3	-3.4
FC(F)(F)c1ccc2c(c1)ncn2C1CCN(Cc2nnnn2C2CCCCC2)CC1	.	10.8	0.3	75.8	3.4	-0.4	-41.1	70.3	-5.5	-4.3
Cc1cc(C)c(C2=NOC(O)(C(F)(F)F)C2)c(=O)[nH]1 (stereo not drawn)	11.5	26.8*	-0.2	81.8	16.4	-0.7	-31.8	94.0	-5.9	0.1
COc1ccc(C(CC(=O)N2CCC3(CC2)OCCO3)NS(=O)(=O)c2ccc(OC)cc2)cc1 (stereo not drawn)	-22.3	4.9	2.1	98.0	-0.7	-2.0	6.0	109.0	9.2	-0.2
O=C1NC(=O)C(CCc2ccncc2)(c2ccccc2)C(=O)N1	-30.2	2.6	1.9	103.3	-2.2	-2.7	-1.4	99.0	-16.3	-1.8
O=[N+]([O-])NC1=NCN(Cc2ccco2)CN1Cc1ccco1	.	12.9	0.6	87.9	11.9	-1.6	-30.8	87.8	0.0	-2.2
O=P(O)(O)C#Cc1ccccc1	.	11.2	-0.2	104.9	2.5	-1.8	-72.0	105.8	-7.4	-0.2
CN(C)c1ccc2c(c1)N=C(c1ccco1)OP2(=S)N1CCOCC1 (stereo not drawn)	4.8	24.3	1.1	85.8	7.2	-0.7	-48.0	92.9	-13.4	-1.9
CC[N+](CC)(CC)CCCCCCCCCC[N+](CC)(CC)CC	4.8	3.1	1.5	96.3	-9.3	0.7	3.0	91.6	-13.1	-0.8
C=CCn1c(O)c(/C=C/C=Nc2ccccc2)c(=O)[nH]c1=O	.	10.0	0.9	97.1	-11.9	-3.2	-14.2	91.6	2.2	0.1
CC(C)n1cc(C(=O)N(CC(=O)NC(C)(C)C)Cc2ccccc2)cn1	-6.2	3.9	6.2	97.9	-16.0	.	-32.3	103.4	.	-2.4

# The list is partial; count on the stated rates, not on these rows.
